Compound activity as filed in PubChem.
SENP1 inh: human SENP1 catalytic domain inhibitors, primary screen, biochemical, FRET, uHTS | AID 624204, 2012 | 360,000 tested, 0.21% active | Sentrin-specific protease 1 (Homo sapiens), Q9P0U3 | inhibition, % at 10 µM | recombinant SENP1 catalytic domain, CyPet-SUMO1-YPet FRET cleavage;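 active = inhibition at least 30% at 10 µM, raw YFP signal under a set limit, fluorescence ratio 0.5 to 1.5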;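 note: 0% = enzyme with DMSO and 100% = no enzyme wells; some results filed as inactive read as strong as hits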
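Controls: no-enzyme wells low, DMSO-plus-enzyme wells high control. Test system: human recombinant His6-tagged SENP1 catalytic domain enzyme. Reagent: SFCypet-SUMO1-SFYpet FRET protein substrate, 25 nM final. Doses: one dose per compound, 10 µM, 0.5% DMSO. Detection: FRET, CFP and YFP emission. Timing: 50 min reaction at room temperature.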
SENP6 inh: SENP6 protease inhibitors, primary screen, biochemical, luminescence, uHTS | Sentrin-specific protease 6 (Homo sapiens), Q9GZR1 | Recombinant SENP6 catalytic domain, aminoluciferin luminescence | inhibition, % at 10 µM | 330,000 tested, 1.8% active | AID 2599, 2010;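 active = inhibition above about 50% at the single tested dose, limit read from the data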;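 note: plate controls were DMSO wells with enzyme for no effect and DMSO wells lacking enzyme for full effect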
Target sequence (Q9GZR1 628-1112 limits assumed): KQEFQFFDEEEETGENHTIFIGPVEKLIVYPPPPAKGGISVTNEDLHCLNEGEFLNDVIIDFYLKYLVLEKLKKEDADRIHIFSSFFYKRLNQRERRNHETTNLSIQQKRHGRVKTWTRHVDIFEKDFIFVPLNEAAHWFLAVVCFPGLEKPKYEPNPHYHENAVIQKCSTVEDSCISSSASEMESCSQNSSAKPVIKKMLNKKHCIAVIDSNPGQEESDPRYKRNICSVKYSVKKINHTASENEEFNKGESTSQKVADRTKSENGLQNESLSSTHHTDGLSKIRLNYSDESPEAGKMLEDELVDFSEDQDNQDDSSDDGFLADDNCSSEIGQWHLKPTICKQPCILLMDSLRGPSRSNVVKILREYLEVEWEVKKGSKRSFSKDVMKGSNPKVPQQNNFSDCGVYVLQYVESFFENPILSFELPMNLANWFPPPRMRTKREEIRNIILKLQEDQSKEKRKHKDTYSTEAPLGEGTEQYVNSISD
SENP8 inh: human SENP8 protease inhibitors, primary screen, biochemical, fluorescence, Nedd8 protein substrate, uHTS; Sentrin-specific protease 8 (Homo sapiens), Q96LD8; recombinant SENP8; inhibition, % at 20 µM; 360,000 tested, 0.64% active; in the data active = inhibition mostly above about 40%, no sharp cut-off; inactive = mostly below about 27%
Target sequence (Q96LD8 whole entry, looked up): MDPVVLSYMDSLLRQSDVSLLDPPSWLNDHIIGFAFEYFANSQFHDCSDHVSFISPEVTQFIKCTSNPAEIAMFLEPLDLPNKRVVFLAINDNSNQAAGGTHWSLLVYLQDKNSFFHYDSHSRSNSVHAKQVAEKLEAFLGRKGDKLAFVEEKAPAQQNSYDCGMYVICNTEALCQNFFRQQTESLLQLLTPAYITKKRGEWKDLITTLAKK
MPTP inh: mitochondrial permeability transition pore inhibitors, primary screen, biochemical, isolated mouse mitochondria, absorbance. Ca2+ swelling absorbance, 30 min. 360,000 tested, 1.4% active. AID 602449, 2012. inhibition, % at 10 µM;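 active = inhibition of 50% or more, scaled per plate between neutral and stimulator controls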;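 note: 0% = DMSO wells given calcium and 100% = 1 mM EGTA wells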
GRIN3A LBD mod: binders of NR3A ligand-binding domain, primary screen, biophysical, differential scanning fluorimetry, uHTS. AID 1259313, 2017. NR3A LBD differential scanning fluorimetry, Tm shift; 0% = protein alone, 100% = glycine-bound protein. Glutamate receptor ionotropic, NMDA 3A (GRIN3A) ligand-binding domain. Tm shift relative to glycine control, % at 25 µM. 340,000 tested, 2.5% active;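 active = melting temperature shift of at least 10% of the positive control shift, at one fixed dose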
hIAP activ: human IAP activators, primary screen, biochemical, luminescence, uHTS; purified human IAP, CDP-Star luminescence, 30 min; hits give high values; 1 = vehicle-only enzyme, 0 = enzyme-free background; activation factor at 10 µM; Intestinal-type alkaline phosphatase (Homo sapiens), P09923; AID 2524, 2010; 330,000 tested, 0.16% active;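 active = activation factor of the enzyme at least 2-fold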; note: the source names both 10 and 20 µM as test concentration; values of inactives mirror those of a sister screen read the other way
ATG4B inhibitor: ATG4B protease inhibitors, primary screen, biochemical, fluorescence, uHTS | Cysteine protease ATG4B (Homo sapiens), Q9Y4P1 | ATG4B cleavage of LC3-PLA2, NBD-HPC fluorescence, 1 h | inhibition, % at 8.33 µM | 340,000 tested, 0.51% active | AID 504462, 2011; in the data active = inhibition above about 40%
Target sequence (Q9Y4P1 whole entry, looked up): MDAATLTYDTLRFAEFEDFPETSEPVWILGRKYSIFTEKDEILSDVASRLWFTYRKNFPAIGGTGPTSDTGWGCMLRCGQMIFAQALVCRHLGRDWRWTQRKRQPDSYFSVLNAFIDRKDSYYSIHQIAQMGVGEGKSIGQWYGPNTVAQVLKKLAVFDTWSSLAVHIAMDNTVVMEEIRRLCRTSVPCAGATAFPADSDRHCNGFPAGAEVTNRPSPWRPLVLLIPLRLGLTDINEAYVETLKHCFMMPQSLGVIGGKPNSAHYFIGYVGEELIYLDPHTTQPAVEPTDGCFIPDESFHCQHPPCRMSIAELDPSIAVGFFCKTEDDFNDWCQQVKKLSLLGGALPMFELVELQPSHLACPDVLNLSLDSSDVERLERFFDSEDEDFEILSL
PfG6PD inh: PfG6PD enzyme inhibitors, primary screen, biochemical, fluorescence intensity, uHTS; PfGluPho enzyme, NADPH resazurin-diaphorase fluorescence; 350,000 tested, 0.78% active; inhibition, % at 20 µM; glucose-6-phosphate dehydrogenase-6-phosphogluconolactonase (Plasmodium falciparum 3D7);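 active = inhibition reaching at least a set limit at 20 µM in the primary screen, cut at about 59% in these data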;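 note: 0% = DMSO wells with substrate and 100% = DMSO wells lacking glucose-6-phosphate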
* = called active by the depositor; nt = not tested or not shown.

No.	smiles	SENP1 inh	SENP6 inh	SENP8 inh	MPTP inh
1	COc1cc(OC)c2c(c1O)OC(c1ccccc1)CC2=O (stereo not drawn)	-158	-5	0	0.9
2	CCCCCCNC(=O)C(C(=O)OCC)C1CCCCC1 (stereo not drawn)	2	-10	21	0.6
3	CCC(=O)N=c1n(C)c2ccccc2n1CCOc1ccccc1	2	-11	18	0.6
4	CC(=O)c1ccc(NC(=O)c2cccc(N3C(=O)c4ccccc4C3=O)c2)cc1	2	6	7	-1.1
5	CCN(CC(=O)Nc1ccc(NC(C)=O)cc1)C(=O)c1cn(-c2ccccc2)nc1-c1cccs1	-4	-20	-26	0.5
6	COc1ccc(Cc2nnc(SCC(=O)N3CCCC(C)C3)o2)cc1 (stereo not drawn)	0	-8	8	-2.5
7	COc1ccc(CCNC(=O)c2cccc(S(=O)(=O)N3CCCC3)c2)cc1OC	1	-7	1	-1.5
8	Cc1ccc(Cn2c(CCNc3nc(-c4ccc(C)cc4)cs3)nc3cc(C(=O)NCCCO)ccc32)cc1	0	-7	-12	-0.6
9	CCN(CC)c1ccc(NC(=O)CN2CCN(c3ccc(F)cc3)CC2)cc1	1	-13	30	-0.7
10	Cc1ccc(CNC(=O)C2CCC(=O)N2Cc2ccc(C)cc2)cc1 (stereo not drawn)	-1	-14	12	-0.1
11	COc1ccc(CCNC(=O)CC(=O)NCCc2ccc(OC)cc2)cc1	-1	-2	6	-0.5
12	O=C(CN1C(=O)NC2(CCCC2)C1=O)Nc1ccc(C(F)(F)F)cc1	0	2	5	0.2

No.	GRIN3A LBD mod	hIAP activ	ATG4B inhibitor	PfG6PD inh
1	-1	0.97	-28	27
2	-1	1	-11	6
3	-1	1.2	5	17
4	-1	1.1	4	-6
5	-4	1.2	-12	2
6	-5	0.93	4	-20
7	-1	0.8	2	-1
8	-9	1.1	-17	11
9	-2	0.91	-11	8
10	0	1.1	-1	6
11	0	1.2	-4	29
12	1	1.1	-2	7

Overlap with the part before: 2 entries, then new ones.
No.	smiles	SENP1 inh	SENP6 inh	SENP8 inh	MPTP inh
11	COc1ccc(CCNC(=O)CC(=O)NCCc2ccc(OC)cc2)cc1	-1	-2	6	-0.5
12	O=C(CN1C(=O)NC2(CCCC2)C1=O)Nc1ccc(C(F)(F)F)cc1	0	2	5	0.2
13	COc1cc(/C=N/N2CCN(C3c4ccccc4-c4ccccc43)CC2)cc(OC)c1O	-2	11	20	0.6
14	O=C(CN1CCOCC1)N/N=C/c1ccc(C(=O)O)cc1	0	-1	4	-1.5
15	CCOc1cc2c(cc1/C=C/C(=O)O)OC(C)C2 (stereo not drawn)	-13	-14	-444	1.2
16	O=C(C1CCCCC1)N(Cc1ccccc1)c1ccccn1	1	-14	26	0.6
17	Cc1ccc(Cn2nc(C)c(NC(=O)CSc3n[nH]c(C)c3[N+](=O)[O-])c2C)cc1	1	-7	1	2.7
18	O=C1CCCc2nc3c(cc21)C(O)Oc1c-3ccc2ccccc12 (stereo not drawn)	-36	5	-412	3.5
19	O=C(NCCN1CCN(C(=O)c2ccc([N+](=O)[O-])cc2)CC1)C(=O)Nc1ccc(F)cc1	1	-19	10	-1.9
20	O=C1CCc2cc(S(=O)(=O)Nc3ccccc3F)cc3c2N1CCC3	2	-6	-1	-3.1
21	CCC(=O)Nc1cccc(NC(=O)CSc2nnc(C(C)C)n2CC)c1	2	0	10	-1.2
22	COCC(O)Cn1ccnc1[N+](=O)[O-] (stereo not drawn)	2	nt	10	-0.3
23	CCCC(c1nnnn1Cc1cccs1)N1CCN(C)CC1 (stereo not drawn)	0	2	3	-0.3
24	CCc1ccccc1NC(=O)COc1ccc(C(=S)N2CCCC2)cc1	4	-25	12	0.5

No.	GRIN3A LBD mod	hIAP activ	ATG4B inhibitor	PfG6PD inh
11	0	1.2	-4	29
12	1	1.1	-2	7
13	-11	1	-21	76*
14	-2	0.83	3	-9
15	-1	1	-6	-6
16	-1	0.97	-3	-19
17	3	0.89	0	-25
18	0	1.1	3	9
19	3	1.1	-2	15
20	1	0.97	-2	-11
21	0	0.85	-5	-9
22	nt	nt	nt	-7
23	0	1	4	-10
24	2	0.78	0	-2

8 entries from above, with one line to a screen:
3. CCC(=O)N=c1n(C)c2ccccc2n1CCOc1ccccc1
4. CC(=O)c1ccc(NC(=O)c2cccc(N3C(=O)c4ccccc4C3=O)c2)cc1
5. CCN(CC(=O)Nc1ccc(NC(C)=O)cc1)C(=O)c1cn(-c2ccccc2)nc1-c1cccs1
6. COc1ccc(Cc2nnc(SCC(=O)N3CCCC(C)C3)o2)cc1 (stereo not drawn)
7. COc1ccc(CCNC(=O)c2cccc(S(=O)(=O)N3CCCC3)c2)cc1OC
8. Cc1ccc(Cn2c(CCNc3nc(-c4ccc(C)cc4)cs3)nc3cc(C(=O)NCCCO)ccc32)cc1
9. CCN(CC)c1ccc(NC(=O)CN2CCN(c3ccc(F)cc3)CC2)cc1
10. Cc1ccc(CNC(=O)C2CCC(=O)N2Cc2ccc(C)cc2)cc1 (stereo not drawn)
compound no.	3	4	5	6	7	8	9	10
SENP1 inh	2	2	-4	0	1	0	1	-1
SENP6 inh	-11	6	-20	-8	-7	-7	-13	-14
SENP8 inh	18	7	-26	8	1	-12	30	12
MPTP inh	0.6	-1.1	0.5	-2.5	-1.5	-0.6	-0.7	-0.1
GRIN3A LBD mod	-1	-1	-4	-5	-1	-9	-2	0
hIAP activ	1.2	1.1	1.2	0.93	0.8	1.1	0.91	1.1
ATG4B inhibitor	5	4	-12	4	2	-17	-11	-1
PfG6PD inh	17	-6	2	-20	-1	11	8	6

Further records follow:
No.	smiles	SENP1 inh	SENP6 inh	SENP8 inh	MPTP inh
25	Cc1[nH]n(C(N)=S)c(=O)c1N=Nc1cccc([N+](=O)[O-])c1C	3	96*	39	5.2
26	OC(COC(c1ccc(F)cc1)c1ccc(F)cc1)CN1CCc2ccccc2C1 (stereo not drawn)	1	11	10	4.6
27	CC(C)C[C@@H](CN)NC(=O)c1nc[nH]c1C(=O)N[C@@H](C)C(=O)CNC[C@H](CC(C)C)NC(=O)c1nc[nH]c1C(=O)N[C@@H](CC(=O)O)C(=O)O	-1	nt	7	-2.2
28	COc1ccc(-c2ccnc3nc(Sc4ncc(C(F)(F)F)cc4Cl)nn23)cc1	2	-16	-284	0.3
29	Cc1c(Cl)cccc1NC(=O)COC(=O)c1c2c(nc3ccccc13)CCN(Cc1ccccc1)C2	-16	-4	-414	14
30	CCN(CC)CCn1c2c(c(SCC(=O)Nc3nc4ccc(C)cc4s3)nc1=O)CCC2	-8	-8	8	1.8
31	N#Cc1ccc(CN2CCN(C(=O)c3ccc(S(=O)(=O)N4CCCCCC4)cc3)CC2)cc1	2	-7	12	0.7
32	Cc1nc(SCC(=O)NCCc2ccc(Cl)cc2)nc(C)c1C	1	-2	5	0.1
33	COc1ccc(NC(=O)CS(=O)(=O)c2cccc(Cl)c2)cc1	1	-1	17	0.2
34	Cc1ccc(-n2ncc3c(SCc4cccc(C)c4)ncnc32)cc1	-9	-4	-105	7.3
35	COc1ccc(-c2nc3cc([N+](=O)[O-])ccc3o2)cc1OC	0	-11	18	-0.7
36	Cc1ccc2[nH]cc(C(=O)CCl)c2c1	-2	-10	3	-1.3

No.	GRIN3A LBD mod	hIAP activ	ATG4B inhibitor	PfG6PD inh
25	4	1	5	10
26	0	0.95	4	12
27	0	nt	7	-2
28	-1	1.1	-5	18
29	6	0.98	74*	5
30	2	0.96	-5	12
31	-1	0.95	2	-5
32	0	1	-2	-15
33	-4	0.92	3	4
34	-2	0.89	-4	5
35	1	1.1	3	-10
36	38*	1.1	10	5

Other compounds
No.	smiles	SENP1 inh	SENP6 inh	SENP8 inh	MPTP inh
37	O=C(CCCN1C(=O)/C(=C\c2cccs2)SC1=S)Nc1cccc(C(=O)O)c1	-3	34	26	-0.3
38	CC(=O)C1(C)C(=O)N(c2ccc(C)cc2)C(=O)N1c1ccc(C)cc1 (stereo not drawn)	-1	nt	12	-1.7
39	CC(C)Oc1cccc(C(=O)NC(=S)Nc2ccc3c4c(cccc24)CC3)c1	37*	-17	-123	2.9
40	O=C(O)/C=C\C(=O)Nc1ccc(N2CCN(c3ccc(F)cc3)CC2)cc1	9	4	38*	0.1
41	CC(=O)Nc1ccc(NC(=O)C(Cc2ccccc2)NC(=O)C2CCCCC2)cc1 (stereo not drawn)	-1	7	16	2.7
42	O=C(O)c1c[nH]ccc1=O	1	-9	-1	0.0
43	CC1(C)CC(OC(=O)c2ccco2)CC(C)(C)N1O	-1	4	18	1.7
44	COc1ccc(CNC(=S)N2CCN(S(=O)(=O)c3cccc(F)c3)CC2)cc1	1	1	16	3.9
45	CCCCOC(=O)Cn1c2ccc(OC)cc2c2nc3ccccc3nc21	31	-12	15	2.5
46	O=C(COC(=O)c1ccccc1NC(=O)c1ccco1)NCCC1=CCCCC1	-1	-22	-53	-0.8
47	CNC(=O)NC(=O)CSc1nc2cc(C(=O)OC)ccc2c(=O)n1-c1ccccc1	6	7	0	-1.1
48	CCCn1c(N)c(C(=O)CSc2nnc(Cc3ccccc3)o2)c(=O)n(C)c1=O	1	-1	-6	13

No.	GRIN3A LBD mod	hIAP activ	ATG4B inhibitor	PfG6PD inh
37	-10	0.92	17	-28
38	1	nt	-2	2
39	-1	0.82	-3	12
40	-2	0.9	-5	22
41	-4	0.96	2	-1
42	-2	0.8	-2	-14
43	-2	0.95	2	-13
44	-5	1.1	-11	7
45	-2	1.5	6	-14
46	-1	1.1	-5	-25
47	-14	1.1	-9	7
48	4	1.1	-13	5

Additional results.
No.	smiles	SENP1 inh	SENP6 inh	SENP8 inh	MPTP inh
49	N#CN1CCC(NS(=O)(=O)c2ccc(C(F)(F)F)cc2)C1 (stereo not drawn)	2	-23	-2	1.3
50	CCN1CCN(c2ccc(S(=O)(=O)N3CCCCC3)cc2NC(=O)c2ccc([N+](=O)[O-])s2)CC1	0	-1	3	17
51	O=C1S/C(=C\c2ccc(N3CCOCC3)o2)C(=O)N1Cc1c(F)cccc1Cl	-21	-30	27	2.1
52	NC(=O)CSCc1nc2ccccc2s1	-8	-4	7	-0.1
53	COc1ccc(-c2ccc(Nc3ccc(C(=O)N4CCOCC4)cc3)nn2)cc1OC	1	-1	-49	-1.7
54	COC(=O)c1ccc(CN2C(=O)NC3(CCCCC3C)C2=O)o1 (stereo not drawn)	-2	-3	14	-3.4
55	CC1NC(=O)NC1CCCCCC(=O)Nc1ccc(F)cc1 (stereo not drawn)	-1	0	3	-1.7
56	CCc1nc(NCc2cccs2)c2nnn(Cc3ccccc3)c2n1	-6	nt	12	0.4
57	Cc1cccc(NC(=O)c2sccc2-n2cccc2)c1C	1	-4	15	1.1
58	COc1ccc2c(c1)cc(C(=O)N[C@@H](CCSC)C(=O)N1CCC[C@H]1C(=O)O)n2C	0	-9	-270	-0.7
59	COc1ccc(C(=O)Nc2cc(C)on2)cc1	3	10	8	0.0

No.	GRIN3A LBD mod	hIAP activ	ATG4B inhibitor	PfG6PD inh
49	2	0.95	-9	-18
50	-3	0.96	-7	26
51	0	0.82	2	75*
52	0	1	-6	-3
53	-5	1.1	0	-5
54	2	1	3	9
55	-1	1.1	-10	-3
56	nt	nt	nt	-8
57	0	0.96	4	-3
58	-2	1.2	-6	-1
59	0	1.1	-1	-7
